Assay outcomes deposited in PubChem BioAssay by several laboratories.
proCasp7 act – procaspase-7 activators, primary screen, counter-screen for procaspase-3 activator project, biochemical, absorbance, HTS, human. Caspase-7 (Homo sapiens), P55210. recombinant procaspase-7, Ac-DEVD-pNA absorbance 405 nm; D23A/D198A/D206A triple mutant, cannot self-cleave; scale: DMSO 0, 5 µM enzyme 100. activation, % at 8.5 µM. hit rate 0.093% among 330,000;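 active means percent activation above the screen-wide mean plus 3 SD, cut at about 25% in these data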
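Detection: p-Nitroaniline absorbance at 405 nm, read at 0 and 120 min; system: Uncleavable procaspase-7 mutant enzyme; evaluation: % activation from two-timepoint absorbance difference, scaled to controls; times: 1 h enzyme–compound preincubation and 2 h substrate reaction, both 25 °C; buffer or medium: Zinc-free HEPES pH 7.4 with 300 mM NaCl, 0.01% Triton X-100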
AHR activator – AHR activators, primary screen, cell-based, luminescence, luciferase reporter, human; AHR-responsive luciferase reporter cells; activation, % at 5 µM; hit rate 2.5% among 320,000; AID 2796, 2010; in the data active means activation above about 47%;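 further: 0% = vehicle wells and 100% = reference agonist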
Target sequence (P35869 whole entry, looked up): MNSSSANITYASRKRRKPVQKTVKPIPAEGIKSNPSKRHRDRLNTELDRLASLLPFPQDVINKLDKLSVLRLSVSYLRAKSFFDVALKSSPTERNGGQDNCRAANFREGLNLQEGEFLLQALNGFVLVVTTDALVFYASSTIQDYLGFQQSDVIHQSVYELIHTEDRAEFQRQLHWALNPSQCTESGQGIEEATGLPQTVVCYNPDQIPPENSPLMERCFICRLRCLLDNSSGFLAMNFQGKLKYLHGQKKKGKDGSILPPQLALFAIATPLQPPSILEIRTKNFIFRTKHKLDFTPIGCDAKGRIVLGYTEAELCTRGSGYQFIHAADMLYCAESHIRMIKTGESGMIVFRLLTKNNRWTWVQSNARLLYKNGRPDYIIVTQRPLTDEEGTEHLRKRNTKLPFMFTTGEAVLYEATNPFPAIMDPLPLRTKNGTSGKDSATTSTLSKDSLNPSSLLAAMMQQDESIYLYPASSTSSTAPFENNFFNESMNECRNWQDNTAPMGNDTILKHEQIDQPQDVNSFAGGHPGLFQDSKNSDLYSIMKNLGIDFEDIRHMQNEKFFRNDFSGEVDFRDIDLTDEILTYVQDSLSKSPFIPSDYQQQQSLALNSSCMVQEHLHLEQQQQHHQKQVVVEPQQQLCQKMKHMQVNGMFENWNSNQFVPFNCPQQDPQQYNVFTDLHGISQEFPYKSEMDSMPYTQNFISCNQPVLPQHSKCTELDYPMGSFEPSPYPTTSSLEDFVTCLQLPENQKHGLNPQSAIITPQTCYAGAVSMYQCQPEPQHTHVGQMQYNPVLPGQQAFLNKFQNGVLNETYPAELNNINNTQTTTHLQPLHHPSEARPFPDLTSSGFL
CIT2-GFP yeast – modulators of CIT2-GFP expression in yeast, primary screen, S. cerevisiae, GFP fusion, multiplex flow cytometry, MLPCN library; hit rate 0.065% among 320,000; S. cerevisiae CIT2-GFP strain, 3 h; 100 means same as DMSO wells; GFP response vs DMSO, % at 10 µM;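 active means GFP response relative to DMSO above a set limit, near the screen mean plus 3 SD, cut at about 150% in these data; inconclusive means Fewer than 70 cells measured for a yeast strain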;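 further: ratio of well median GFP fluorescence to mean of DMSO wells on the plate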
AGP1 TOR yeast – modulators of AGP1-GFP expression in yeast TOR pathway, primary screen, cell-based, multiplex flow cytometry, S. cerevisiae, MLPCN library; 3 h; GFP as percent of DMSO wells; GFP response vs DMSO, % at 10 µM; hit rate 0.02% among 320,000;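 active means GFP response relative to DMSO above a set limit, near screen average plus 3 SD, cut at about 150% in these data; inconclusive means fewer than 70 cells counted for the yeast strain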;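 further: median GFP channel fluorescence of the gated AGP1 strain per well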
RPL19A-GFP yeast – RPL19A-GFP expression modulators in yeast, primary screen, cell-based, S. cerevisiae, multiplex flow cytometry, MLPCN | S. cerevisiae RPL19A-GFP strain, 3 h; active compounds read low | percent response vs DMSO, % at 10 µM | hit rate 0.3% among 330,000 | AID 2025, 2009;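 active means percent response vs DMSO below 50%; inconclusive means fewer than 70 events counted for the yeast strain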;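 further: median channel GFP fluorescence of the barcoded RPL19A-GFP strain; ratio of sample median GFP to plate DMSO average so 100% = DMSO; lower means less RPL19A-GFP as with rapamycin TOR inhibition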
MEP2 TOR yeast – modulators of MEP2-GFP levels in yeast, primary screen, S. cerevisiae, multiplex flow cytometry, MLPCN library. S. cerevisiae MEP2-GFP strain, 3 h; 100% = DMSO control level. GFP response vs DMSO, % at 10 µM. hit rate 0.51% among 330,000;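 active means GFP response versus DMSO above a set limit, roughly screen mean plus 3 SD, cut at about 180% in these data; inconclusive means fewer than 70 cells counted for a yeast strain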;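 further: median GFP fluorescence of the barcode-gated MEP2-GFP cells per well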
LAP4 TOR yeast – modulators of LAP4-GFP expression in yeast, primary screen, S. cerevisiae, multiplex flow cytometry, MLPCN library. 3 h; median GFP as percent of DMSO wells. GFP response vs DMSO, % at 10 µM. hit rate 0.34% among 320,000;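 active means GFP response vs DMSO above a set limit, about the screen mean plus 3 SD, cut at about 150% in these data; inconclusive means under 70 cell events counted for the yeast strain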
procasp3 activ – activators of human procaspase-3 D3A mutant, primary screen, biochemical, absorbance, PC-3 D3A mutant, single concentration; hit rate 0.11% among 330,000; activation, % at 8.5 µM; Caspase-3 (Homo sapiens), P42574; AID 463141, 2010; recombinant procaspase-3 D3A, Ac-DEVD-pNA absorbance 405 nm;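 active means activation above the mean of all tested compounds plus 3 SD, cut at about 21% in these data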;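 further: 0% = DMSO alone and 100% = DMSO wells spiked with extra 5 µM PC-3 D3A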
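Compound: 8.5 µM single point, 0.8% DMSO / Material: Autoprocessing-dead procaspase-3 D3A mutant enzyme / Timing: 1 h preincubation plus 2 h reaction at 25 °C / Medium: Zinc-free HEPES/NaCl buffer with 0.01% Triton X-100 at pH 7.4 / Technique: 405 nm absorbance of p-nitroaniline, reads at 0 and 120 min / Repeats: one well per compound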
Starred values were filed as active, the others as inactive; ? = inconclusive; . = not tested or not shown; [ ] = remark or other dose. Compounds were not picked by outcome (roughly 3.5% active in at least one column).

SMILES	proCasp7 act	AHR activator	CIT2-GFP yeast	AGP1 TOR yeast	RPL19A-GFP yeast	MEP2 TOR yeast	LAP4 TOR yeast	procasp3 activ
Cn1cnnc1SCC(=O)Nc1ccc(OCc2ccccc2)cc1	8	0	97	95	91	90	95	8
O=C1CSCC(=O)N1Cc1ccc(Cl)cc1Cl	4	2	88	92	96	102	99	11
Cc1cc(Br)cc2c(C(=O)NCC3CCCO3)cc(-c3ccccc3)nc12 (stereo not drawn)	-7	4	98	100	102	100	96	1
CCOc1ccccc1N1CCN(c2ncnc3scc(-c4ccc(OC)cc4)c23)CC1	10	32	72	93	99	97	106	-3
COc1cccc(C(=O)NCCOc2cc(C)cc(C)c2)c1	1	22	93	88	98	94	87	1
CCC1CCCCN1CCCNC(=O)C1CCCN(c2nn3c(=O)cc(C)nc3s2)C1 (stereo not drawn)	3	0	99	95	94	106	96	-1
CCN(c1cccc(C)c1)S(=O)(=O)c1cccc2nsnc12	-10	2	102	102	100	103	100	-3
CCCCCn1c(=O)[nH]c2cc(C(=O)NCCCN3CCCCC3C)ccc2c1=O (stereo not drawn)	4	0	98	91	91	127	93	0
CC(C)Oc1ccc(Cc2cnc(N)nc2N)cc1	-6	3	103	100	100	103	102	-4
O=C1c2ccccc2NC(c2ccc(-c3ccc(F)cc3)o2)N1O (stereo not drawn)	-4	-12	96	77	94	91	93	-13
Cc1ccccc1NC(=O)CSc1nc(N)c2c3c(sc2n1)CSC(C)(C)C3	-1	3	108	106	110	100	109	-1
CCOC(=O)c1c(NC(=O)c2c(C(=O)O)cccc2[N+](=O)[O-])sc2c1CCCC2	-4	12	103	94	103	112	97	-8
Cc1cc(C)n2nc(SC(C)C(=O)Nc3ccc(Cl)cn3)nc2n1 (stereo not drawn)	6	-2	97	103	99	93	99	0
NNC(=O)COc1ccc(F)cc1	-3	4	94	101	95	97	114	11
Cc1ccccc1NC(=O)c1nn(C)c(C(=O)Nc2ccccc2C)c1[N+](=O)[O-]	8	1	100	96	97	91	94	0
COc1cc(CNCc2ccncc2)cc(OC)c1OC	0	6	100	94	102	106	93	-8
CN(CCOC(=O)c1ccco1)Cc1ccccc1	0	3	108	112	104	98	100	11
COC(=O)CCN(C(=O)c1ccc2c(c1)OCO2)c1ccccn1	5	-3	96	92	95	93	94	-8
COCCNC(=S)N(CCc1c(C)[nH]c2ccc(F)cc12)Cc1cccs1	13	8	73	86	93	68	109	-1
CN(Cc1ccccc1)C(=S)Nc1ccc(OC(F)F)cc1	-3	1	93	95	101	99	98	0
Nc1nonc1-c1nc2ccccc2n1CCC(=O)O	6	5	102	107	100	104	109	1
CCCCC[C@@H]1C=C(C(=O)O)[C@H](c2ccc(C#N)cc2)N1S(=O)(=O)c1ccc(C)cc1	11	-1	88	103	102	102	99	-1
CCOC(=O)Cc1nnc(NC(=O)CSc2ccc(Cl)cc2)s1	-11	0	102	98	98	106	93	-3
COc1ccccc1NC(=S)NCCc1ccc(F)cc1	12	2	98	104	101	102	106	2
Cc1ccc2nc(N(CCCN(C)C)C(=O)COc3ccc(Cl)cc3)sc2c1	8	-4	102	102	102	112	109	-8
CCOC(=O)c1c(C)oc2ccc(O)c(CN(C)C)c12	2	8	106	104	97	106	100	8
CCC1CCCCN1S(=O)(=O)c1ccc(S(=O)(=O)N2CCN(S(=O)(=O)CC)CC2)cc1 (stereo not drawn)	10	2	104	104	101	112	99	-3
O=C(CCCCCBr)N1CCC(CC2CC(c3ccc(Cl)cc3)=NO2)(C(=O)NCC2CCCCC2)CC1 (stereo not drawn)	-4	-2	88	99	119	107	111	-4
CCOC(=O)c1ccc(N2C(=O)C3ON(c4ccccc4)C(c4ccco4)C3C2=O)cc1 (stereo not drawn)	-3	3	94	95	96	97	100	-8
CC(=O)N1CCN(C(=O)COC(=O)/C=C/c2ccc(C(F)(F)F)cc2)CC1	13	2	101	112	100	99	118	21
Cc1cc(-c2ccc(C)c(S(=O)(=O)NCCCN3CCCCCC3)c2)on1	3	4	108	101	102	100	94	-3
CC(/C=C/c1ccccc1)=N\NC(=O)CNC(=O)c1ccccc1Cl	-2	34	107	103	104	111	103	3
Cc1ccc(C2(c3noc(CN(C)CC4COCCO4)n3)CCCC2)cc1 (stereo not drawn)	7	0	91	96	92	104	104	4
Cc1ccccc1SCC(=O)NCCCn1ccnc1	12	8	90	97	106	104	90	5
CN(C(=O)COC(=O)c1ccc(Cl)nc1)c1c(N)n(Cc2ccccc2)c(=O)[nH]c1=O	-4	1	89	90	91	91	88	7
Cc1c(NC(=O)c2ccc(=O)oc2)c(=O)n(-c2ccccc2)n1C	4	-2	90	90	91	92	84	3
COc1cc(C=O)ccc1Oc1nc(Nc2ccc(F)cc2F)nc(N2CCOCC2)n1	1	10	83	92	92	94	116	1
Cc1cccc(NC(=O)CSc2nc(N)cc(N)n2)c1	-9	2	94	110	103	109	99	5
Cc1ccc(/C=N/Nc2ccc(F)cc2)s1	11	24	105	101	101	94	96	2
COc1ccc(NC(=O)CN(C)C(=O)c2cc(CN3C(=O)c4ccccc4C3=O)ccc2OC)cc1	5	-2	107	104	103	115	106	-8
COCC(C)NC(=O)c1noc2c1CCc1cc(OC)ccc1-2 (stereo not drawn)	14	-6	86	89	91	99	105	4
COc1ccc(C2(c3ccc(OC)cc3)NC(=O)N(CC(=O)N(C)c3ccccc3)C2=O)cc1	-1	1	92	91	99	92	82	-7
O=C(Nc1cccc(Cl)c1)c1nc[nH]c1C(=O)NCCCCNC(=O)c1[nH]cnc1C(=O)Nc1cccc(Cl)c1	2	2	93	97	95	95	89	-1
COc1cccc2c1nc(C)c1cc(C)oc12	12	62*	104	111	109	110	112	-10
CC(C)n1cc(C(=O)NC2CC(C)(C)Cc3c2cnn3-c2ccccc2)cn1 (stereo not drawn)	-1	3	112	105	100	105	97	1
CN(C)S(=O)(=O)c1ccc2nnn(OCC(=O)NC34CC5CC(CC(C5)C3)C4)c2c1	3	-3	92	106	105	98	101	3
COc1ccc(Nc2c(C)cccc2C)cc1	-9	9	100	104	99	98	87	-7
CC1Sc2ccc(S(=O)(=O)CCC(=O)NCc3cccs3)cc2NC1=O (stereo not drawn)	9	-2	?	13[may fluoresce violet]	97[may fluoresce violet]	138[may fluoresce violet]	101[may fluoresce violet]	12
COc1cc2c(cc1OC)CN(Cc1cccs1)CC2	4	-1	114	104	103	104	107	0
S=c1nc(-c2ccc(Br)cc2)oc2c1CCCC2	-1	22	.	91	98	91	86	-10
CCN(C(=O)Cn1c(=O)oc2ccccc21)c1cccc(C)c1	1	0	95	100	97	103	92	3
Nc1nnc(SCC(=O)Nc2cc(S(=O)(=O)N3CCOCC3)ccc2N2CCCC2)s1	-2	2	102	103	101	102	106	-13
Cc1cc(NS(=O)(=O)c2ccc(NC(=O)c3ccccc3C)cc2)no1	3	0	106	96	100	108	97	6
CCOC(=O)[C@H]1[C@H]2COc3cc(OC)ccc3[C@@H]2N2C(=O)CN(CC3CCCO3)C(=O)[C@@]12C (stereo partly drawn)	6	1	94	96	93	99	102	-2
COC(=O)c1ccc(C)c(NC(=O)CCNC(=O)c2ccc([N+](=O)[O-])cc2)c1	5	-3	88	95	95	95	97	2
COC(=O)c1sc(NC(=S)NC(=O)c2cccc(C)c2)nc1C	2	2	89	126	97	90	100	-4
COc1cccc(C(=O)Nc2ccc3c(c2)C(=O)N(CCC(=O)O)C3=O)c1	-2	2	97	100	96	99	101	3
O=C(/C=C/C=C/c1ccccc1)CC1(O)C(=O)N(CCc2ccccc2)c2ccccc21 (stereo not drawn)	3	14	109	111	101	88	98	-2
CC(C)(C)CC(=O)Nc1cc2c3c(c1)CCN3C(=O)CC2	9	9	86	82	91	92	87	2
Cc1cccc(NC(=O)c2ccccc2-c2ccccc2)c1	0	-1	99	92	98	99	116	-6

Structural class, the entries above with fluorine.
SMILES	proCasp7 act	AHR activator	CIT2-GFP yeast	AGP1 TOR yeast	RPL19A-GFP yeast	MEP2 TOR yeast	LAP4 TOR yeast	procasp3 activ
O=C1c2ccccc2NC(c2ccc(-c3ccc(F)cc3)o2)N1O (stereo not drawn)	-4	-12	96	77	94	91	93	-13
NNC(=O)COc1ccc(F)cc1	-3	4	94	101	95	97	114	11
COCCNC(=S)N(CCc1c(C)[nH]c2ccc(F)cc12)Cc1cccs1	13	8	73	86	93	68	109	-1
CN(Cc1ccccc1)C(=S)Nc1ccc(OC(F)F)cc1	-3	1	93	95	101	99	98	0
COc1ccccc1NC(=S)NCCc1ccc(F)cc1	12	2	98	104	101	102	106	2
CC(=O)N1CCN(C(=O)COC(=O)/C=C/c2ccc(C(F)(F)F)cc2)CC1	13	2	101	112	100	99	118	21
COc1cc(C=O)ccc1Oc1nc(Nc2ccc(F)cc2F)nc(N2CCOCC2)n1	1	10	83	92	92	94	116	1
Cc1ccc(/C=N/Nc2ccc(F)cc2)s1	11	24	105	101	101	94	96	2
